From PubChem
PMI act hi M6P: human PMI activators, high substrate, primary screen, biochemical, fluorescence intensity, near-saturating mannose 6-phosphate. coupled PMI enzyme assay, resazurin fluorescence, 20 min; hits give high values; 1 = untreated enzyme, 0 = substrate-free blank. Mannose-6-phosphate isomerase (Homo sapiens), P34949. 190,000 tested, 0.34% active. activation factor at 20 µM;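 active means activation factor of 2 or more at 20 µM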
Target sequence (P34949 whole entry, looked up): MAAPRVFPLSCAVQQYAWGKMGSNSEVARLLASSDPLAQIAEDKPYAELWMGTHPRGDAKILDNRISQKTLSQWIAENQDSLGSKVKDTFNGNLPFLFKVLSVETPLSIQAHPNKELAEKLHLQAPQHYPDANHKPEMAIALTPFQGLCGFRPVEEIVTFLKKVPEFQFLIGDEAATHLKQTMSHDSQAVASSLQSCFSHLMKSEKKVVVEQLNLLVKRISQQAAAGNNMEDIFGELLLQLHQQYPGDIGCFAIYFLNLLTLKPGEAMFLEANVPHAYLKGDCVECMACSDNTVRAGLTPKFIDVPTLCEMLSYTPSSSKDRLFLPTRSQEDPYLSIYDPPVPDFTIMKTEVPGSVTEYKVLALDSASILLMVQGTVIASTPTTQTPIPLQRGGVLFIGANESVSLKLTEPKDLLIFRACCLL
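Material: human phosphomannose isomerase with PGI, G6PDH, diaphorase coupling enzymes. Quantity: 15 ng/mL PMI. Medium: HEPES pH 7.4 buffer with MgCl2 and Tween-20. Reagent: Near-saturating mannose-6-phosphate, 1.0 mM. Compound: 20 µM single dose. Times: enzyme reaction with compound 20 min at room temperature. Detection: resorufin fluorescence at Ex 544/Em 590 nm.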
FLuc stim CS: FLuc activators, initial screening, artefact control for FLuc-dependent activation tests, biochemical, ATPlite luminescence; ATPlite luciferase biochemical, 10 min; 0 = ATP-free wells, 1 = DMSO control; activation factor at 10 µM; 200,000 tested, under 10 active;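 active means luciferase activation factor, scaled between plate controls, of at least 2 with compound at 10 µM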
Target sequence (P08659 whole entry, looked up): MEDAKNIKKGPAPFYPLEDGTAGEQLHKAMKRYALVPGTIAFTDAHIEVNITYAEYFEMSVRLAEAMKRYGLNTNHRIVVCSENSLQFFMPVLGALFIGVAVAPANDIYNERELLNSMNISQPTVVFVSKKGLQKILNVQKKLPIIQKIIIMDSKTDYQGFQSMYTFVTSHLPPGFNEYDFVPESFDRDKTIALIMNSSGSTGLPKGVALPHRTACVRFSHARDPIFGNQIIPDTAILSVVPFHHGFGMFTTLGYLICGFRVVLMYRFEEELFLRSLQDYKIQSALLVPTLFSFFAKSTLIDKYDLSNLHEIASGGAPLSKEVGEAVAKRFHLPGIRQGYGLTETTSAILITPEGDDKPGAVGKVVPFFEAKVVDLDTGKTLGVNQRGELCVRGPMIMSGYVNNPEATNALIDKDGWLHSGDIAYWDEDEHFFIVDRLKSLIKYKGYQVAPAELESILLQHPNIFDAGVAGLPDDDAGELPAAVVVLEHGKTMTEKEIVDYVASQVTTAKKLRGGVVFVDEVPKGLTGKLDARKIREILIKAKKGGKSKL
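System: Luciferase/luciferin detection reagent, cell-free biochemical luciferase assay | Medium: PBS buffer for ATP | Dosing: Test compounds dosed from 2 mM stocks in 100% DMSO | Timing: 10 min at ambient temperature | Signal: Luminescence measurement of luciferase light output | Evaluation: Luciferase activation, seen as luminescence increase over controls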
TNAP inh no acc: human TNAP enzyme inhibitors, primary screen, biochemical, luminescent, no phosphate acceptor, uHTS | Alkaline phosphatase, tissue-nonspecific isozyme (Homo sapiens), P05186 | purified TNAP, CDP-star luminescence, 30 min | inhibition, % at 20 µM | 200,000 tested, 0.26% active;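 active means tissue-nonspecific alkaline phosphatase inhibition above about 50% at 20 µM in the single-dose screen, limit read from the data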;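 further: 0% = DMSO negative control and 100% = EDTA positive control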
NF-kB neuron act: activators of NF-kB expression in neurons, primary screen, cell-based, HTS. human neuronal cells, NF-kB reporter expression; hits give high values. fold change at 12.5 µM. 190,000 tested, 1.6% active. AID 1239, 2008; in the data active means fold change above about 3.3
TNAP act hi DEA: TNAP activators at high phosphate acceptor level, primary screen, biochemical, luminescence, uHTS; Alkaline phosphatase, tissue-nonspecific isozyme (Homo sapiens), P05186; purified TNAP, CDP-star luminescence, 1 M DEA, 30 min; hits give high values; 0 = EDTA background, 1 = DMSO-only activity; activation factor at 20 µM; 200,000 tested, under 10 active; AID 1136, 2008;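 active means activation factor at least 2 at 20 µM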
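system = human TNAP | amount = enzyme diluted 1/800 final | reagent = 100 µM CDP-star substrate | signal = luminescent substrate turnover signal | dosing = one dose, 20 µM | benchmarks = EDTA negative control, DMSO positive control | measure = activation factor | timing = 30 min reaction, room temperature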
APP 5'UTR act: activators of APP 5'UTR luciferase reporter, primary screen, SH-SY5Y cells; SH-SY5Y APP 5'UTR luciferase reporter, luminescence; zero percent = DMSO vehicle wells; activation, % at 2 µM; 190,000 tested, 1% active;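 active means activation above a set limit, based on mean plus 3 SD of controls, cut at about 140% in these data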; further: values of inactives mirror those of a sister screen read the other way
PMI act: activators of human PMI, primary screen, biochemical, fluorescence intensity, near-Km mannose 6-phosphate; Mannose-6-phosphate isomerase (Homo sapiens), P34949; purified human PMI, coupled resazurin fluorescence, 20 min; hits give high values; 1 = vehicle control, 0 substrate-free wells; activation factor at 20 µM; 190,000 tested, 0.005% active;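 active means activation factor of 2 or more at 20 µM, relative to plate controls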
TNAP inh hi DEA: human TNAP enzyme inhibitors, primary screen, biochemical, luminescent, high phosphate acceptor level, uHTS | Alkaline phosphatase, tissue-nonspecific isozyme (Homo sapiens), P05186 | purified TNAP, CDP-star luminescence, 1 M DEA | inhibition, % at 20 µM | 200,000 tested, 0.03% active;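 active means over 50% inhibition of tissue-nonspecific alkaline phosphatase at 20 µM in the single-dose screen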;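 further: plate controls were DMSO wells for no effect and EDTA-quenched wells as full inhibition for full effect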
bIAP activator: bovine intestinal alkaline phosphatase activators, primary screen, biochemical, bovine IAP, CDP-star luminescence | activation factor at 20 µM | purified bovine IAP, 30 min; hits give high values; fold of DMSO-control signal, blank-subtracted | AID 1016, 2008 | 200,000 tested, 0.17% active | alkaline phosphatase, intestinal [Bos taurus];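 active means activation factor of 2 or more at 20 µM, a signal rise over negative controls twice the positive control's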
FLuc inh counter: firefly luciferase enzyme inhibitors, primary screen, artefact control for luciferase-based inhibitor screens, biochemical, luminescence, ATPLite; Luciferin 4-monooxygenase (Photinus pyralis), P08659; 10 min; inhibition, % at 10 µM; 200,000 tested, 1.5% active; AID 1006, 2008;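 active means inhibition above about 50% when tested at 10 µM, limit read from the data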
* = called active by the depositor; · = no result given.

SMILES	PMI act hi M6P	FLuc stim CS	TNAP inh no acc	NF-kB neuron act	TNAP act hi DEA	APP 5'UTR act	PMI act	TNAP inh hi DEA	bIAP activator	FLuc inh counter
Cc1nc2c(nnn2Cc2ccccc2)c(=O)n1-c1ccccc1	1	1.1	-11	0.96	1	6	1	-5	1	-10
COC(=O)c1sc2nc(N3CCCCC3)c3c(c2c1N)CCCC3	1	1	0	0.64	1	-1	0.9	1	1.2	1
O=C1C2C3C=CC(C3)C2C(=O)N1/N=C/c1ccc(-c2ccccc2[N+](=O)[O-])o1 (stereo not drawn)	0.5	0.9	-3	1.2	0.9	22	0.9	5	1.1	10
COc1ccc(N2C(=O)NC(NC(=O)c3ccncc3)(C(F)(F)F)C2=O)cc1 (stereo not drawn)	1	1	-10	0.89	1	7	1	-2	1	-1
CCCCCCC(=O)Nc1ccc(C(=O)N2CCCC2)cc1	0.9	1	-9	1.3	1	-12	0.9	-2	1	-2
CC(=O)c1ccc(NC2CC(O)C(O)CO2)cc1 (stereo not drawn)	1.1	1.1	-6	1.1	1.1	6	1.1	-7	1	-6
CC(NS(=O)(=O)c1ccc(F)cc1)C(c1cccs1)N1CCN(C)CC1 (stereo not drawn)	1.1	1	-8	1.4	1	-10	1.1	1	1.1	-2
CCN(C(=O)CSc1cc(C)c2ccccc2n1)C1CCS(=O)(=O)C1 (stereo not drawn)	1.3	1	-8	1.3	1	13	1.4	1	1	1
CCOc1ccc(-c2nn[nH]n2)cc1	1.1	0.8	-8	1.2	1	7	1.1	1	1	19
O=C(Nc1ccccc1)NC1(C(=O)NCCCN2CCOCC2)CCCCC1	1	1.1	-14	1	1	5	1	-2	1.6	-8
O=S(=O)(c1ccc(F)cc1)c1nc(-c2ccco2)oc1Nc1ccc(F)cc1	0.9	1	-13	1.3	1	9	1.3	-4	0.9	-3
Cc1ccccc1NC(=O)c1nc[nH]c1C(=O)NCc1ccccc1	1	1.1	3	0.74	1.1	-17	0.9	-8	0.9	-6

A few values from the results shown.
TNAP inh no acc result of `CC(=O)c1ccc(NC2CC(O)C(O)CO2)cc1` (stereo not drawn) → -6
bIAP activator result of `CCCCCCC(=O)Nc1ccc(C(=O)N2CCCC2)cc1` → 1
TNAP inh no acc result of `CCN(C(=O)CSc1cc(C)c2ccccc2n1)C1CCS(=O)(=O)C1` (stereo not drawn) → -8
TNAP inh hi DEA result of `O=C1C2C3C=CC(C3)C2C(=O)N1/N=C/c1ccc(-c2ccccc2[N+](=O)[O-])o1` (stereo not drawn) → 5
TNAP act hi DEA result of `Cc1ccccc1NC(=O)c1nc[nH]c1C(=O)NCc1ccccc1` → 1.1
FLuc inh counter result of `Cc1nc2c(nnn2Cc2ccccc2)c(=O)n1-c1ccccc1` → -10

The results go on.
SMILES	PMI act hi M6P	FLuc stim CS	TNAP inh no acc	NF-kB neuron act	TNAP act hi DEA	APP 5'UTR act	PMI act	TNAP inh hi DEA	bIAP activator	FLuc inh counter
COCCNC(=O)c1ccc(NC(=O)C2(c3ccccc3)CCCC2)cc1	1	1	-11	1.3	1	3	1.1	-4	0.9	-5
COc1ccc(NC(=S)NC2CCCCC2)cn1	1	1	-16	1.1	1.1	-16	1.1	-6	0.8	-4
COc1ccc2[nH]c3c(c2c1)CN(C)CC3	0.9	1.1	-6	0.96	1	·	1	-4	0.9	-6
COc1ccc(NS(=O)(=O)c2cc(OC)ccc2NC(=O)c2cc(C)oc2C)cc1	0.9	1	-7	1.2	1	-54	0.9	3	0.9	1
COc1ccc(C(=O)c2ccc(CC(=O)O)s2)cc1	2.4*	0.9	-7	0.95	1	-10	1.6	4	1.1	13
Cc1cccc(N2CCN(C(=O)C3CCN(S(=O)(=O)c4cccc5cccnc45)CC3)CC2C)c1 (stereo not drawn)	0.9	1	18	1.1	1	-14	0.9	-2	1.1	-4
CC(NCc1ccc2c(c1)OCO2)C(=O)N1CCc2ccccc21 (stereo not drawn)	1	1.1	-14	1.1	1	4	1	0	0.8	-6
Cc1cccc(CN2C(=O)N/C(=C/c3cc(C)n(-c4ccccn4)c3C)C2=O)c1	1.2	1	-6	0.71	1	7	1.1	-2	0.9	2
COc1ccc(CN2CN(C(C)C)CSC2=S)cc1	1	1.1	-6	1.1	1	-3	1	2	0.9	-6
Cc1ccc(-n2nc(C)c3cc(C(=O)O)sc32)cc1	1	0.9	-16	1.2	1.1	-10	1	-6	0.9	6
CCOC(=O)Nc1cc(C)ccc1OC	1	1	-8	1.3	1.1	17	1	-9	0.9	-5
Cc1ccc(NC(=O)COc2cccnc2[N+](=O)[O-])cc1S(=O)(=O)N1CCCCC1	0.8	1.1	-14	0.57	1	-12	0.8	-4	0.8	-9

Only APP 5'UTR act, FLuc inh counter and bIAP activator, for 2 of the compounds above:
compound | APP 5'UTR act | FLuc inh counter | bIAP activator
Cc1cccc(N2CCN(C(=O)C3CCN(S(=O)(=O)c4cccc5cccnc45)CC3)CC2C)c1 (stereo not drawn) | -14 | -4 | 1.1
Cc1ccc(-n2nc(C)c3cc(C(=O)O)sc32)cc1 | -10 | 6 | 0.9

(further entries)
SMILES	PMI act hi M6P	FLuc stim CS	TNAP inh no acc	NF-kB neuron act	TNAP act hi DEA	APP 5'UTR act	PMI act	TNAP inh hi DEA	bIAP activator	FLuc inh counter
O=C(CSc1nnc(Cc2ccccc2)o1)Nc1ccccc1	1	1	-13	1.1	1	7	0.9	-4	1	-2
O=C(NCCCN1CCOCC1)c1ccc(CNS(=O)(=O)c2ccc(Br)cc2)cc1	1	1.1	-9	1.1	1	0	1	-3	1.1	-5
CCC(C)NC(=O)N[C@@H](Cc1ccccc1)C(=O)O (stereo partly drawn)	0.9	1.1	-12	1.1	1	-9	0.9	-5	1	-6
O=C(Cc1ccccc1F)Nc1nc(-c2cccnc2)cs1	0.8	1	-9	0.83	1.1	1	1	-6	1.1	1
O=C(Cc1cccc2ccccc12)N/N=C/c1ccc(Sc2nc3ccccc3s2)o1	1	1	-9	1	1.1	1	0.9	-8	1	-4
COc1ccc(N2CCN(C(=O)Nc3cccc(C(F)(F)F)c3)CC2)cc1	0.9	1	-1	1.2	1	-6	0.9	3	0.9	-3
CNC(=S)Nc1sc2c(c1C(=O)OC)CCC2	1	1.1	-12	1	1	-9	1	-4	0.8	-5
CCn1c(=O)c2c(n3c(=S)[nH]nc13)-c1ccccc1CC21CCCCC1	1.1	1	-2	1.1	1	0	1.1	4	0.4	-2
COc1ccc(C(=O)OCC(=O)Nc2ccc(F)c(F)c2)cc1OC	1	1	-4	1	1	1	1	-2	0.9	-3
CC1CCC2(CC1)NC(=O)c1ccccc1O2 (stereo not drawn)	1	1.1	-3	1	1	-5	1	-4	0.7	-7
Cc1ccc2c(c1)NC(=O)C(CC(=O)NCCN(C)C)O2 (stereo not drawn)	1	1.1	6	1	1.1	16	1	-6	1	-10
O=S(=O)(c1cc(F)cc(F)c1)N1CCN(c2ncccn2)CC1	0.9	1.1	-1	1.1	1	-6	1	-2	0.9	-8
CCOc1ccccc1N(CC(=O)Nc1ccc(C)cc1)S(C)(=O)=O	1	1.1	-4	1.8	1	-5	1	-4	1	-6
S=C(N=Nc1ccccc1)NNc1ccccc1	2.7*	0.9	22	3.7*	0.9	93	1.8	8	1	12
Cc1cc(=O)n(C)c(=O)n1CCCCOc1ccc([N+](=O)[O-])cc1	1	1	-7	1	1	-7	1	-3	1.4	1
COc1ccc(NC(=O)Nc2cccnc2)cc1	0.9	0.4	-13	1.6	1	4	1	-3	0.9	58*
O=C(Nc1ccc(Br)cc1F)C1CCN(c2nnc(-n3cccc3)s2)CC1	1	1.1	-18	1.1	1	2	1.1	-4	1	-6
CSC(=S)N/N=C/c1ccc(Br)cc1	1	1	-20	1.4	1.1	-12	1	-6	0.7	-4
CCOc1ccccc1-c1nn2c(Cc3ccccc3)nnc2s1	0.9	1	-3	0.89	1	-10	0.9	-4	1.1	-3
CC(=O)Nc1cccc(C(=O)/C=C/c2ccc(Br)cc2)c1	0.9	1	-8	1.5	1.1	-6	0.9	-8	0.4	3
CCOC(=O)c1ccc(NC(=O)C2(c3ccc(OC)cc3)CCCC2)cc1	0.9	1	-3	1	1	-19	0.8	-2	0.9	-3
CC(C)Cc1nnc(NC(=O)CCC(=O)N2CCN(S(=O)(=O)c3ccccc3)CC2)s1	1.1	1.1	4	0.92	1	-13	1.1	-1	0.8	-10
COc1cc(CC(=O)OCC(=O)Nc2cc([N+](=O)[O-])ccc2F)cc(OC)c1OC	1	1	-17	0.91	1	0	1	-2	1.1	0
N#C/C(=C\c1ccc([N+](=O)[O-])cc1)c1nc(C2CC2)cs1	1	1	-8	1.5	0.9	29	0.9	7	0.9	4
CCCCC(CC)CNC(=O)Cn1c(=O)[nH]c2ccsc2c1=O (stereo not drawn)	1.2	1.1	-5	1.2	1	4	1.2	-4	1	-6
N#CC1=C(N)N(c2ccccc2Sc2ccccc2)C(=O)C1	0.9	1	-7	1	1	-11	1	0	0.8	-4
CCN1CCCC1CNC(=O)COc1cc(=O)n(C)c2ccccc12 (stereo not drawn)	1.1	1	-7	1.2	1	-4	1.1	-2	1	-1
NC(=S)Nc1cnc2ccccc2c1	0.9	1.1	-8	1.4	1	33	0.9	-2	0.9	-6
COc1ccc(-c2cc(C(F)(F)F)nc(N3CCN(C)CC3)n2)cc1OC	1	1.1	0	1	1	13	1.1	0	1	-8
S=c1[nH]nc(-c2cccnc2)n1-c1ccccc1	1	0.9	-9	1.1	1.1	8	1	-6	1.1	10
CC1CCCC(C)N1c1nnc(N)s1 (stereo not drawn)	1.3	1.1	-2	1	1	5	1.2	0	1.1	-6
COc1ccc(-c2csc(NC(=O)CSc3ccc(Br)cc3)n2)c(OC)c1	1.2	1	-6	0.95	1	9	1.1	-2	0.9	-1
CC(CNC(=O)c1cc(Cl)ccc1[N+](=O)[O-])NC(=O)c1cc(Cl)ccc1[N+](=O)[O-] (stereo not drawn)	1	1.1	-10	1.2	1	11	1	-1	1	-6
C=CCn1c(=N)n(CC(=O)c2cccc([N+](=O)[O-])c2)c2ccccc21	1	1	1	1.3	1	-9	0.9	-4	1.2	-3
CCCCn1c(SCC(=O)Nc2nnc(C)s2)nnc1-c1ccncc1	1	1	-8	1.1	1	-17	1	-2	0.9	-1
COCCn1c(=S)[nH]c2cc(C(=O)NC(C)C)ccc2c1=O	1.1	1	-9	1.1	1.1	1	1	-5	1.1	-1
CC(C)Sc1nc2ccccc2c(=O)[nH]1	1.1	1	-15	0.91	1.1	-40	0.9	-7	1	-3

Rows were taken by chance. About 3.6% of those tested had a hit in this group.
